# NCOA1 inh: human NCOA1 inhibition | AID 588354 | HEK293 GAL4-SRC1 luciferase reporter, luminescence | inhibition, % at 3.6 µM | 360,000 tested, 0.12% active | Q15788;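 active means inhibition above the campaign mean plus 3 SD, with each screening campaign given its own cutoff, cut at about 60% in these data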;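 further: 0% = DMSO treated cells and 100% = gossypol at 36 µM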
# EBV LMP1 NFkB: Epstein-Barr LMP1 NF-kappaB reporter inhibition; LMP1-induced NF-kappaB luciferase reporter cells, luminescence; inhibition, % at 12.5 µM; 350,000 tested, 0.69% active; in the data active means inhibition above about 41%;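 further: 0% = neutral control wells and 100% = reference inhibitor control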
# TWEAK Fn14 block: blocks TWEAK-Fn14 interaction in a reporter cell assay. TWEAK-stimulated Fn14 reporter cells, luciferase luminescence, 8 h. inhibition, % at 10 µM. 360,000 tested, 2% active; in the data active means inhibition above about 50%
# NCOA3 inh: inhibits human SRC3 coactivator; Q9Y6Q9; HEK293 GAL4-SRC3 luciferase reporter, luminescence; AID 588352; 360,000 tested, 0.17% active; inhibition, % at 3.6 µM;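 active means inhibition above a per-campaign cutoff, the mean of all compounds plus 3 SD, cut at about 60% in these data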;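 further: 0% = DMSO-treated cells and 100% = gossypol-treated cells at 36 µM; higher means less SRC3-driven luciferase light from the GAL4 reporter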
# Target sequence (Q9Y6Q9 whole entry, looked up, the tested form may be a part): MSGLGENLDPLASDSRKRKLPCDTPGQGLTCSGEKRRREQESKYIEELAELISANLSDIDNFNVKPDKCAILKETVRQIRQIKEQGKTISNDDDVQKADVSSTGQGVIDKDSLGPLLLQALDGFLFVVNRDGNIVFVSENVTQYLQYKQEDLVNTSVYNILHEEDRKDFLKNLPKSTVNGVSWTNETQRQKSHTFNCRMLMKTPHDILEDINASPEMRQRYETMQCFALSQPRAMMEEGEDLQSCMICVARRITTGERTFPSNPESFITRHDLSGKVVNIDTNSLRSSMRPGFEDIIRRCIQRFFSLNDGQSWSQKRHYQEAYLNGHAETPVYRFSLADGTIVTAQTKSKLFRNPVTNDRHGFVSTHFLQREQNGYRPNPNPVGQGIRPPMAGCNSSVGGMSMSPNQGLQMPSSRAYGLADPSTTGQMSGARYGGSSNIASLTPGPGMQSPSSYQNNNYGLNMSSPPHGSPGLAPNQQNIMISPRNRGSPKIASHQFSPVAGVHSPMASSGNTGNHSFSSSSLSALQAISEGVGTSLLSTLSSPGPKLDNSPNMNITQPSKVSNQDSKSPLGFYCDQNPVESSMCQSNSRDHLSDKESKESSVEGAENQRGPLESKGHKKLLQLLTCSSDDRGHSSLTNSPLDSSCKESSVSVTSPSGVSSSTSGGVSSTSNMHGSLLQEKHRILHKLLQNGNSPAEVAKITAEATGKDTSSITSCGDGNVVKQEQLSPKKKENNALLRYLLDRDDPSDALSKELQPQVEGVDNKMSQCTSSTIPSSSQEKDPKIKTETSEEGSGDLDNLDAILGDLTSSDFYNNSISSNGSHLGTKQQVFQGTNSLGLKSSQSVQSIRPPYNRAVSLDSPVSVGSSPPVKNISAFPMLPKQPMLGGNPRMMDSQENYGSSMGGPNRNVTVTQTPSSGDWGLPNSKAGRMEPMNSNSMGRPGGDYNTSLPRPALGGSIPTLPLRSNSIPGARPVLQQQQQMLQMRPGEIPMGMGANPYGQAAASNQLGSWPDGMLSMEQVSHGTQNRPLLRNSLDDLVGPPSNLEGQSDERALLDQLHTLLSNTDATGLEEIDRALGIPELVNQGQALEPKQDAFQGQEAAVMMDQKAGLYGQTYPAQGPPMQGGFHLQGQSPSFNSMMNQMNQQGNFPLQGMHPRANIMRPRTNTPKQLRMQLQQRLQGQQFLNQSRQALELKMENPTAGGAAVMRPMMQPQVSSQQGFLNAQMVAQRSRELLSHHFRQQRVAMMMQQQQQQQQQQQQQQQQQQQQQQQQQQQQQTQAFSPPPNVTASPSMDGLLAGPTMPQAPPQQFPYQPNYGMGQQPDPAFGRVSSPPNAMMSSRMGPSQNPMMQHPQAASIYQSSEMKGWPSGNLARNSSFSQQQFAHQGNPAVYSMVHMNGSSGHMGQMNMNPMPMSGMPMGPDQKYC
# NR2F2 inh: blocks human COUP-TFII nuclear receptor. HEK293T NGFI-A luciferase reporter, luminescence. inhibition, % at 8.6 µM. 370,000 tested, 0.7% active. P24468. AID 686940;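 active means inhibition above a per-plate cutoff, mean inhibition of test wells between control levels plus 3 SD, cut at about 38% in these data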;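 further: cells cotransfected with COUP-TFII expression vector driving the NGFI-A reporter; 0% = median of COUP-TF2 test wells and 100% = reporter-only cells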
# Shn3 inh set2: inhibitors of Schnurri-3 3'UTR reporter in osteoblasts. Clone20 osteoblast Shn3 3'UTR firefly luciferase, 24 h. inhibition, % at 12.5 µM. 360,000 tested, 0.52% active;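 active means mean inhibition of at least 75% with every replicate also reaching 75%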;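 further: 0% = median of neutral control wells and 100% = pilot-screen positive control compound; some compounds past the cut are filed as inactive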
# CF NFkB inh: blocks PAF-induced NF-kB reporter in cystic fibrosis cells. inhibition, % at 5 µM. 360,000 tested, 0.86% active. KKLEB NF-kB-GFP reporter, GFP fluorescence overnight;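 active means at least 50% inhibition at 5 µM, scaled per plate between neutral and stimulator controls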;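 further: PAF is a Pseudomonas aeruginosa culture filtrate used as stimulus; plate controls were PAF-stimulated DMSO wells for no effect and unstimulated DMSO wells for full effect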
# C8 TRAIL sens: sensitizes caspase-8 expressing cells to TRAIL. NB7+C8 cells + TRAIL, ATPlite viability luminescence. inhibition (viability loss, TRAIL sensitization), % at 10 µM. 360,000 tested, 1% active. AID 624354;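 active means compounds causing at least 50% loss of cell viability in the single-dose screen, relative to plate controls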
# KKLEB tox: reduces viability of KKLEB cystic fibrosis airway cells; AID 602141; activity change (cytotoxicity), % at 5 µM; KKLEB CF airway cells viability, ATPlite luminescence, overnight; hits give low values; cells stimulated with P. aeruginosa culture filtrate; 360,000 tested, 0.36% active;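 active means corrected activity change at or below -50% at 5 µM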
# TROY NFkB inh: blocks TROY-dependent signaling in reporter cells; Q293 LMP1-TROYcd NF-kB luciferase reporter, 4 h; inhibition, % at 10 µM; 360,000 tested, 0.98% active;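 active means compounds whose plate-normalised and pattern-corrected inhibition of the luciferase reporter signal at the single screening dose is 50% or more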
# LRH-1 inv ag: suppresses constitutive activity of human LRH-1 | HEK293T StAR-luciferase reporter, LRH-1 transfected, 24 h | 360,000 tested, 0.13% active | inhibition, % at 3.6 µM | O00482 | AID 602396;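 active means inhibition above the mean inhibition of all tested compounds plus 3 SD, cut at about 73% in these data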;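 further: 0% = DMSO wells and 100% = reporter-only cells lacking LRH-1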
# Starred values were filed as active, the others as inactive; nt = not tested or not shown.
no.	mol	NCOA1 inh	EBV LMP1 NFkB	TWEAK Fn14 block	NCOA3 inh	NR2F2 inh	Shn3 inh set2	CF NFkB inh	C8 TRAIL sens	KKLEB tox	TROY NFkB inh	LRH-1 inv ag
1	C[C@H](CO)N1C[C@H](C)[C@@H](CN(C)C(=O)Nc2ccc(C(F)(F)F)cc2)Oc2c(NC(=O)c3ccncc3)cccc2C1=O	-12.6	1.3	-8.8	3.5	-6.3	3.9	-13.7	-13.9	3.6	-3.1	-9.5
2	CC(C)CC(O)C1CCN(C(=O)CCc2nnc(-c3ccccc3)o2)CC1 (stereo not drawn)	17.6	5.5	-22.3	2.6	18.8	-8.4	8.5	2.8	12.9	-11.1	-10.1
3	NC(=S)N=Nc1c(O)n(CCCl)c2ccc(Br)cc12	-7.6	14.7	-35.0	4.4	1.6	19.4	11.3	27.6	-6.6	20.5	-4.1
4	CCCCCCN1CCN(C2CN(CCc3ccccc3)S(=O)(=O)C2)CC1 (stereo not drawn)	-10.4	nt	6.1	8.3	-2.0	-1.0	-0.7	1.9	-19.8	21.3	3.6
5	Cc1ccc(CNS(=O)(=O)CCNC(=O)c2ccccc2)cc1	-16.7	-5.9	11.8	18.3	0.1	-15.9	10.5	-13.3	4.8	-16.0	2.5
6	CCOC(=O)C1=C(C)OC(N)=C(C#N)C1c1cc(SCC)oc1C (stereo not drawn)	9.1	3.8	15.3	8.1	15.1	0.4	-6.0	7.5	6.5	-8.0	-14.8
7	O=C(CCNS(=O)(=O)c1cccs1)NCc1cccs1	-7.4	-1.8	-6.8	1.8	-22.0	-3.5	-0.9	-20.9	-2.0	-30.8	4.9
8	COc1ccc(-c2cc3c(=O)n(CC(=O)Nc4cccc(Cl)c4)nc(C)n3n2)cc1	-5.5	7.1	-36.5	5.8	0.8	26.1	-0.3	22.9	-2.5	-11.7	1.4
9	COc1ccc(NC(=O)c2cc(-c3cc(F)ccc3OC(C)C)n[nH]2)c(C)c1	-27.1	nt	-18.3	2.1	7.6	12.5	-7.8	-3.3	-3.2	-8.2	-15.4
10	Cc1ccc(C2C3=C(CCCC3=O)OC3=C2C(=O)CCC3)cc1	9.7	-0.2	7.2	13.1	5.4	13.1	3.6	5.7	15.5	1.4	14.3
11	Cc1ccccc1C(=O)N1CCC(C(=O)Nc2ccccn2)CC1	1.4	4.7	5.4	-4.9	-2.5	17.7	-7.2	5.3	-3.6	-3.7	-4.2
12	CCc1cccc(CC)c1NC(=S)N1CCn2cccc2C1c1ccncc1 (stereo not drawn)	1.3	0.9	-20.7	9.4	0.8	-9.7	-16.6	4.7	0.1	9.0	9.5
13	O=C(O)c1nn(-c2ccccc2)nc1-c1nn(-c2ccccc2)nc1C(=O)O	-60.7	3.5	-11.8	3.5	-10.4	-5.9	-2.8	-4.2	6.2	1.8	-11.7
14	CCc1nnc(NC(=O)CSc2nnc(-c3cccnc3)n2CCc2ccccc2)s1	-9.6	7.6	5.1	-4.5	-4.8	-9.2	9.7	-10.5	-8.9	-14.7	3.1
15	O=C1O[C@@H](c2ccccc2)C[C@@H](O)C(=O)CCCc2ccccc21	nt	nt	0.2	nt	-10.4	nt	nt	-6.4	nt	11.4	20.4
16	COc1cccc(C=Nc2ccc(C)c(F)c2)c1O	2.1	-1.0	3.1	9.8	-0.3	1.5	8.0	3.5	0.2	-9.5	10.7
17	Cc1ccc(Oc2nccc(-c3ccc(Cl)cc3)n2)cc1	-11.1	-9.1	-45.0	-19.5	-0.3	-14.7	6.5	-12.8	-3.0	-53.6	-2.8
18	COc1ccc(N2CCN(c3ncccc3C#N)CC2)cc1	-4.7	3.2	-5.9	-7.2	-3.6	-10.1	-5.9	-5.0	-7.4	-3.1	-6.0
19	CCN(Cc1ccccc1)C(=O)COC(=O)[C@@H]1CCCN1C(=O)c1cccs1	-3.1	2.9	2.8	14.4	1.2	-17.7	-9.3	-10.5	10.3	2.9	-1.6
20	Oc1ccc(N=Cc2sc3ccccc3c2Cl)cc1	0.4	2.3	20.0	8.5	-0.3	-17.0	-5.9	32.7	12.7	-36.4	-3.2
21	CCOc1cccc(=O)c2c(C)n(CC3CCCO3)c(C)c12 (stereo not drawn)	-53.3	4.0	5.7	5.4	1.0	4.8	8.6	3.2	-2.5	6.6	-1.6
22	COc1ccc2c(c1OC)C(=O)OC2Nc1nc(-c2ccc(-c3ccccc3)cc2)cs1 (stereo not drawn)	-106.7	-67.9	39.6	-90.5	-48.8	-47.5	-28.9	62.5*	-1.9	-96.5	-149.4
23	COc1cc2ccccc2cc1C(=O)N1CC(C)CC(C)C1 (stereo not drawn)	-1.6	3.4	-3.2	10.3	-2.7	11.5	-49.5	-12.3	15.0	16.9	14.6
24	CC(=O)c1cccc(OCc2cc(C(=O)NCc3nc(C)c(C)s3)no2)c1	-36.3	-27.4	-24.2	-11.2	-33.2	-58.0	-1.5	-8.7	-8.7	-31.1	-31.2
25	Cc1oc(-c2ccc(Cl)cc2)nc1CSCC(=O)NC1CCN(Cc2ccccc2)CC1	8.8	13.5	21.0	11.4	52.4*	23.1	16.9	21.1	-10.5	-2.6	26.3
26	Cc1cccn2cc(COc3cccc([N+](=O)[O-])c3)nc12	-24.5	-8.1	-44.5	-8.8	-18.4	-35.6	9.0	-0.7	-6.3	-19.9	-25.4
27	CCOC(=O)c1c2n(c3ccc(O)cc13)CCCCC2	-2.5	-2.6	0.0	-6.4	13.3	-3.8	-2.5	1.7	1.3	8.5	0.9
28	CCOC(=O)c1[nH]cnc1C(=O)Nc1ccccc1C	-3.5	4.3	-0.1	0.6	-9.2	9.8	-25.1	-7.8	18.5	10.7	-0.6
29	Cc1cnccc1CNC(=O)C1CCC(=O)N(Cc2ccc(Cl)cc2)C1 (stereo not drawn)	7.4	-14.8	9.6	2.4	13.6	-19.9	-0.9	1.3	10.5	20.8	-6.1
30	CC(=O)c1c(O)cc2n(c1=O)-c1ccc(Cl)cc1C2(C)C	-22.2	15.3	15.4	-1.4	6.8	16.4	10.9	5.7	-0.7	28.2	12.0

# The closing two compounds of the part above lead into the next.
no.	mol	NCOA1 inh	EBV LMP1 NFkB	TWEAK Fn14 block	NCOA3 inh	NR2F2 inh	Shn3 inh set2	CF NFkB inh	C8 TRAIL sens	KKLEB tox	TROY NFkB inh	LRH-1 inv ag
29	Cc1cnccc1CNC(=O)C1CCC(=O)N(Cc2ccc(Cl)cc2)C1 (stereo not drawn)	7.4	-14.8	9.6	2.4	13.6	-19.9	-0.9	1.3	10.5	20.8	-6.1
30	CC(=O)c1c(O)cc2n(c1=O)-c1ccc(Cl)cc1C2(C)C	-22.2	15.3	15.4	-1.4	6.8	16.4	10.9	5.7	-0.7	28.2	12.0
31	O=C(O)c1ccc(NC(=S)NC(=O)C(c2ccccc2)c2ccccc2)cc1	-1.6	6.2	-12.2	-0.1	-20.4	-1.3	12.8	15.1	2.2	18.0	11.5
32	COc1ccc(-n2nc(C)c3sc(C)nc3c2=O)cc1	-11.6	-1.2	10.8	0.3	-10.1	1.4	-7.8	-8.0	6.1	-17.9	-22.5
33	Cc1cccc(C)c1NC(=O)c1cc(S(=O)(=O)N2CCC3(CC2)OCCO3)ccc1F	-5.8	1.3	7.5	16.0	-5.1	4.7	-0.5	-2.8	4.4	-1.6	13.6
34	CCN(CC(=O)Nc1ccc(OC)cc1)C(=O)c1ccc(N2CCCC2=O)cc1	1.2	15.9	-4.8	4.5	-1.5	-11.7	-25.9	1.9	8.4	11.0	-2.9
35	Cc1ccc(S(=O)(=O)N(C)C)cc1NC(=O)/C=C/c1cccs1	12.4	2.3	-5.4	13.6	2.8	4.0	1.1	-0.3	5.0	-15.5	10.3
36	CCCC(=O)N(CCN1CCOCC1)c1nc2ccc(OCC)cc2s1	-7.5	-3.8	-16.8	-19.5	-6.5	-5.5	6.9	-3.2	1.4	-12.2	-3.8
37	CCc1ccc(OCC(=O)NNC(=S)NC(=O)C2CC2)c(Br)c1	5.0	12.8	-103.5	10.6	-1.2	49.4	10.0	16.8	-18.4	-19.2	-13.1
38	COc1ccc2c(c1[N+](=O)[O-])CCC/C2=N/OC(=O)c1cccc2ccccc12	2.2	33.3	-12.9	2.8	0.5	4.9	16.6	-7.1	-8.6	-9.6	3.8
39	Nc1ccccc1Nc1nc2ccccc2[nH]1	6.3	0.7	-3.2	-26.1	-0.7	8.9	-7.2	1.3	7.6	-5.9	-40.0
40	CCOC(=O)c1sc2cc([N+](=O)[O-])cc(SCC(=O)OC)c2c1N	2.4	3.8	-14.9	25.1	-4.4	13.2	-13.9	-26.2	-11.5	2.2	18.1
41	O=C(Cn1ccc2ccccc2c1=O)NCCC(=O)N1CCN(c2cccc(Cl)c2)CC1	8.8	-9.7	19.6	18.1	-2.3	4.7	-7.7	-11.9	5.2	14.7	-9.7
42	Cc1csc2c(C#N)c(=O)c3c(n12)CCC3	-6.6	9.2	-3.1	-3.4	-36.7	13.2	-9.8	-13.8	5.1	13.7	14.9
43	Cc1ccc([N+](=O)[O-])cc1S(=O)(=O)N1CCNCC1	-6.8	-3.4	4.3	8.4	-0.7	-19.1	-7.1	3.3	3.7	-14.1	3.0
44	O=C(Cn1cnc2c(nnn2Cc2ccc(F)cc2)c1=O)N1CCN(c2ccccc2)CC1	-6.8	8.4	-22.3	-8.9	2.8	8.9	3.3	7.4	14.6	3.8	-15.8
45	CN(Cc1cnn(Cc2ccccc2)c1)C(=O)CN=C1NS(=O)(=O)c2ccccc21	-4.3	1.1	4.2	7.2	0.9	-4.5	1.5	2.5	4.4	41.5	15.0
46	O=C(N/N=C/c1ccc2ccccc2c1)c1ccc(COc2ccc3c(c2)CCC3)o1	-34.7	-9.8	-7.5	-21.0	-13.7	5.9	-0.9	-1.0	0.4	-61.1	-14.0
47	COc1ccc(NC(=O)CCC(=O)N/N=C/c2cccnc2)cc1	-67.5	-11.1	-6.3	1.0	6.3	-4.2	11.1	5.0	3.4	-15.5	0.8
48	COc1ccc(CNC(=O)/C=C/C(=O)O)cc1OC	-20.9	4.9	-8.4	-2.8	4.3	2.4	6.4	-5.5	1.4	-19.7	-17.2
49	CC12CC3CC(C)(C1)CC(C(=O)NC(=S)N1CCCCC1)(C3)C2	-1.4	3.9	-9.2	0.3	12.5	4.9	-0.1	2.7	6.2	-2.2	4.8
50	COc1cc(OC)cc(C(=O)NNC(=O)C(CCC(N)=O)NS(=O)(=O)c2ccc(Cl)cc2)c1 (stereo not drawn)	-9.8	2.7	5.5	3.6	-8.5	-2.5	-28.8	-8.3	5.2	-2.3	3.8
51	CC(C)N=C(Nc1cccnc1)c1ccccc1	5.8	-7.3	10.0	-11.1	2.4	-0.8	-9.1	7.2	-12.4	5.8	8.2
52	Cc1nn(-c2ncccn2)c2c1C(=O)CC(C)(C)C2Br (stereo not drawn)	-3.4	-10.0	24.6	5.6	13.9	-11.4	27.4	6.3	-4.0	-4.0	-13.9
53	c1coc(CNCC2OCCc3ccccc32)c1 (stereo not drawn)	-4.3	2.4	3.4	-19.1	-13.2	-12.1	6.2	-12.8	3.2	-7.5	13.8
54	Cc1ccc(Nc2nnc(SCC(=O)NCc3ccco3)s2)cc1	-61.8	-10.3	10.2	0.2	0.8	-1.0	-4.7	-3.6	10.6	-32.6	-14.3
55	COCCCNC(=O)Cn1nnc(-c2ccccc2NC(=O)c2ccc(F)cc2)n1	-7.3	3.0	2.0	-11.3	1.8	-1.2	-14.9	-14.1	0.3	-5.2	10.5

# The list is partial; count on the stated rates, not on these rows.
